Screens deposited in PubChem BioAssay by several laboratories.
GC-A act = GC-A (human) enzyme activation; P16066; HEK293 GC-A cells, cGMP TR-FRET, EC30 ANP; 0% at EC30 ANP, 100% saturating ANP; activation, % at 10 µM; 370,000 compounds, 0.14% hits; in the data active means activation above about 40%
ARFGAP1 inhibitor = inhibitors of rat ARFGAP1; Q62848; Arfgap1-stimulated ARF1 GTP hydrolysis, GDP FP detection; inhibition, % at 16.5 µM; 360,000 compounds, 0.26% hits;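 active means inhibition above a per-plate limit, mean inhibition of low control wells plus 3 SD, cut at about 25% in these data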;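 further: 0% = DMSO wells with enzyme and 100% = wells lacking Arfgap1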
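material = rat Arfgap1 catalytic domain, aa 1-136 | also added = human ARF1(Δ1-17)-GTP substrate | compound dosing = one concentration, 16.5 µM, DMSO 1.26% | times = GTP hydrolysis reaction 2 h at 25 °C | measured by = FP, GDP Alexa 633 tracer displaced from anti-GDP antibody, 620/688 nm | evaluation = percent inhibition of Arfgap1-stimulated GTP hydrolysis | replication = single well per compound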
SMARCA2 act = increases SMARCA2 function in MMTV reporter cells; MG213 cells, MMTV-luciferase reporter, dexamethasone, overnight; activation, % at 9.1 µM; 370,000 compounds, 1% hits; in the data active means activation above about 7.8%;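 further: 0% = vehicle wells and 100% = reference activator wells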
rCAG binder = binds r(CAG) RNA repeats | r(CAG) RNA repeat, TO-PRO-1 dye displacement fluorescence | 370,000 compounds, 1.3% hits | inhibition, % at 3 µM;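 active means inhibition above the plate cutoff, the mean of all test compounds on that plate plus 3 SD, cut at about 35% in these data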;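 further: 0% = DMSO alone and 100% = 100 µM mitoxantrone as full dye displacement; higher means more dye released from RNA so lower well fluorescence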
HTRA1 inhibitor = inhibitors of human serine peptidase HTRA1. Q92743. recombinant HTRA1, FP-rhodamine activity-based probe, fluorescence polarization. inhibition, % at 5.96 µM. 340,000 compounds, 0.5% hits. AID 504803; in the data active means inhibition above about 36%;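 further: 0% = enzyme with DMSO and 100% = wells lacking enzyme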
Target sequence (Q92743 whole entry, looked up): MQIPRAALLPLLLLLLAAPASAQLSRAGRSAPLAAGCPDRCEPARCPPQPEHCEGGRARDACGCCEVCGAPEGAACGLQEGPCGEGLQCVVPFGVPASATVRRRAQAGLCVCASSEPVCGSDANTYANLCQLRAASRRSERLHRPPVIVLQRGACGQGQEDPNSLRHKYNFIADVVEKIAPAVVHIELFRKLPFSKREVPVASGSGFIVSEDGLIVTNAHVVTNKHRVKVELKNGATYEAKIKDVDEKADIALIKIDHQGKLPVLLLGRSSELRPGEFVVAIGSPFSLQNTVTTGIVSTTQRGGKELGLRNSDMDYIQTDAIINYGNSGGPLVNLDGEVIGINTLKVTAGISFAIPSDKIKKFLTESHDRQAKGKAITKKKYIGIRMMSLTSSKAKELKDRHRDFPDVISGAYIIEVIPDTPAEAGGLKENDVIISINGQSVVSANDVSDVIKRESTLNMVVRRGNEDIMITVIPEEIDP
PG9 binder = small molecules binding HIV-1 gp120 antibody PG9. TR-FRET gp120-PG9 antibody binding. AID 624416. 360,000 compounds, 0.43% hits. inhibition, % at 6.7 µM; in the data active means inhibition above about 8.5%
NPR2 activator = GC-B (human) receptor activation | P20594 | HEK293-GC-B cells, CNP EC30, cGMP TR-FRET; 0% at EC30 CNP, 100% saturating CNP | activation, % at 10 µM | 370,000 compounds, 0.11% hits | AID 1920062;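 active means activation at 10 µM reaching about 35% in either raw or pattern-adjusted values, limit read from the data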
mABHD4 FP = inhibits mouse alpha/beta hydrolase domain 4. inhibition, % at 8.92 µM. purified mABHD4, FP-Rh probe fluorescence polarization. Q8VD66. 370,000 compounds, 0.54% hits;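 active means inhibition exceeding the mean over every tested compound plus 3 SD, cut at about 30% in these data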;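 further: 0% = plate median of compound wells and 100% = S159A mutant with DMSO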
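Assay system: mABHD4 protein; medium: HEPES pH 7.0, NaCl, Pluronic buffer; dosing: 8.92 µM, single dose; schedule: 45 min + 60 min at 25 °C; signal: FP readout, ex 525 nm / em 598 nm; read-out: normalized percent inhibition of probe labeling; repeats: single replicate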
NR1D1 modulator = Rev-erb alpha (human) modulation; P20393; Rev-erbα–FITC-DNA binding, fluorescence polarization, 90 min; activity, % at 10 µM; 370,000 compounds, 0.79% hits; AID 1259318;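 active means activity above about 14%, limit read from the data; passing the limit was not always enough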;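 further: 0% = DMSO wells with 35 nM protein and 100% = DMSO wells with 750 nM protein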
Target sequence (P20393 whole entry, looked up): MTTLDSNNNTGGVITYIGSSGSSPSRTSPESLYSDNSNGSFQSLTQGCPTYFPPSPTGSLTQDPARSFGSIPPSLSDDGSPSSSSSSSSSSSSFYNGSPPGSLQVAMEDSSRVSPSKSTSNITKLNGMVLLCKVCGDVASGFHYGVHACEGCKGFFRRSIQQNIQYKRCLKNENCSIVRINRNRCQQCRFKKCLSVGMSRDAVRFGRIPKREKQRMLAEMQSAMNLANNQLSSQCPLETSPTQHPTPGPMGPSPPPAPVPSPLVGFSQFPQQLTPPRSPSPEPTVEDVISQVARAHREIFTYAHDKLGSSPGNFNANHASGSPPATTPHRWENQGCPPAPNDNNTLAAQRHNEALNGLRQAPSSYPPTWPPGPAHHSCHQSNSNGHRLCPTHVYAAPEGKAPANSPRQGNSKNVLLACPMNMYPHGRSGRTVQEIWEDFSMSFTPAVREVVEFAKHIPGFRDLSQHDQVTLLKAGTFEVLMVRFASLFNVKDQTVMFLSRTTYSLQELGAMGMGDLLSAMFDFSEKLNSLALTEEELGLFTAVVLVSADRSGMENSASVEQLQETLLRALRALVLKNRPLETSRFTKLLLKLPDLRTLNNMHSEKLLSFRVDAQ
ASAP1 GAP inh = blocks human ASAP1-stimulated Arf1 GTP hydrolysis; inhibition, % at 16.5 µM; 360,000 compounds, 0.19% hits; AID 624377; GDP FP detection; Q9ULH1; in the data active means inhibition above about 25%;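 further: 0% = vehicle with enzyme and substrate and 100% = no enzyme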
Numbers without * were called inactive; / = not tested or not shown.

SMILES | GC-A act | ARFGAP1 inhibitor | SMARCA2 act | rCAG binder | HTRA1 inhibitor | PG9 binder | NPR2 activator | mABHD4 FP | NR1D1 modulator | ASAP1 GAP inh
COc1ccccc1N1CCN(c2ncnc3n[nH]c(Br)c23)CC1 | -1 | 2 | 1 | 6 | / | 0.1 | 3 | -4 | 1 | -2
CCOc1ccc2nc(NC(=O)c3cnccn3)sc2c1 | 2 | -3 | 5 | 1 | 1 | 0.9 | 1 | 8 | -2 | -1
COc1ccccc1-c1cc(C(=O)N/N=C/c2ccoc2)c2ccccc2n1 | 0 | 10 | -2 | 15 | -18 | 2.6 | -1 | -24 | -2 | -9
Cc1ccc(-c2nn(C(C)(C)C)c3ncnc(N)c23)cc1 | -4 | -5 | 0 | -3 | -7 | -0.3 | 3 | -5 | 1 | 13
CN1CCC(OC(=O)c2ccccc2Cl)CC1 | -1 | -2 | 2 | 2 | 0 | -3.0 | 1 | -3 | 11 | -2
COc1ccc(CCNC(=S)NC(=O)/C=C/c2ccc(C)cc2)cc1OC | 0 | 7 | -2 | 1 | -7 | -0.3 | -1 | 0 | 2 | -3
C[C@@H]1CN([C@@H](C)CO)C(=O)CCCn2nncc2CO[C@@H]1CN(C)S(=O)(=O)c1ccc(Oc2ccccc2)nc1 | 1 | 4 | -2 | -1 | 6 | -2.6 | -1 | -3 | -2 | 7
CN(C)S(=O)(=O)c1ccc(NC(=O)CNc2cc(S(=O)(=O)N3CCCC3)ccc2OCC(F)(F)F)cc1 | -1 | -2 | -1 | 10 | -9 | -0.9 | -1 | 5 | -2 | -4
CCN(Cc1ccncc1)C(=O)c1cc(COc2ccc(F)cc2F)on1 | 5 | 10 | 2 | -3 | -3 | -1.8 | 1 | -2 | 1 | 2
Cc1cc(Nc2cccc(Cl)c2)nc(-c2ccccc2O)n1 | 3 | 2 | -3 | 36* | -17 | 0.8 | -2 | -32 | 6 | 11
O=C(NCCc1ccccc1)C1CC(c2ccccc2O)=NO1 (centres undefined) | -4 | -3 | -2 | -3 | -8 | 1.3 | -2 | 0 | -1 | 13
CCCSc1ccc([C@H]2N[C@@](Cc3ccccc3)(C(=O)OC)[C@H]3C(=O)N(CC)C(=O)[C@@H]23)cc1 | -4 | -15 | 0 | -4 | 2 | 0.1 | -1 | 5 | 4 | -2
CC(C)c1ccc(NC2CCCN(C(=O)c3ccnc(Cl)c3)C2)cc1 (centres undefined) | -3 | 7 | -4 | -3 | -2 | 1.4 | 0 | 5 | -6 | -4
COc1ccc(C2CC(c3ccccc3)=NN2C(=O)COC(=O)c2nc3nc(C)cc(C)n3n2)cc1 (centres undefined) | 40 | 7 | -3 | 1 | -15 | 0.1 | 11 | -2 | 7 | -4
Cc1cc(=O)[nH]c(SCC(=O)Nc2ccc(S(=O)(=O)N3CCOCC3)cc2)n1 | 0 | 12 | -4 | 5 | 4 | 1.2 | 4 | 0 | 1 | 1
COc1ccc(OCc2nnc(SCC(=O)N3CCCC3)o2)cc1 | 0 | 4 | 0 | -1 | 4 | 0.0 | -3 | -2 | 4 | -3
CCOC(=O)Cc1csc(NC(=O)COc2c(C)cccc2C)n1 | 3 | 2 | -1 | -7 | 2 | 1.5 | -5 | 3 | -1 | 6
COc1ccc(C(=O)Nc2cc(C)ccc2NC(=O)COc2ccccc2)cc1 | -2 | -5 | -3 | 2 | 2 | 1.5 | -3 | 4 | 1 | 1
Clc1cccc(-c2ccc(-c3nc4ccccn4c3NCc3ccccc3)cc2)c1 | 9 | -6 | 3 | 10 | -13 | 3.7 | 2 | 37* | -3 | 14
O=C(c1ccc2[nH]c(=O)c(=O)[nH]c2c1)N1CCN(Cc2ccccc2)CC1 | 7 | 14 | 1 | 0 | 3 | 0.8 | 7 | 2 | -7 | 20
N#Cc1ccc(-c2csc(NNC(=O)c3ccc(Br)cc3)n2)cc1 | 8 | 12 | -2 | 21 | 11 | -2.3 | 7 | 0 | 4 | 8
Cc1ncc(C[n+]2csc(C)c2C)c(N)n1 | -1 | -13 | -3 | 1 | 0 | -1.5 | 6 | -4 | 0 | 10
COc1cc(/C=N/n2cc(-c3ccccc3)[nH]c2=S)cc(OC)c1O | -14 | 0 | -3 | 7 | 11 | -1.2 | -12 | 13 | 6 | 4
COc1ccccc1NC(=O)c1ccccc1SC | 0 | 4 | -2 | -3 | -1 | 0.0 | 4 | -3 | -2 | 8
Cc1cc(C)c(C#N)c(Oc2ccc(O)cc2)n1 | -4 | -11 | 0 | 2 | 2 | -0.9 | 1 | 1 | 6 | 4
C=CCn1c(=NC(=O)c2cccs2)sc2cccc(OC)c21 | -13 | 31* | -1 | 14 | -68 | -0.3 | -8 | -18 | -4 | -1
O=C(NCC1CC1)C1CCCN(S(=O)(=O)c2ccc(-n3cnnn3)cc2)C1 (centres undefined) | 1 | -6 | 0 | -5 | 3 | -2.8 | -2 | -1 | -3 | 8
COc1ccc(C2NN=C(c3ccc(C)cc3)S2)cc1OC (centres undefined) | 13 | 1 | 3 | 6 | -15 | -0.1 | 3 | 4 | -11 | -6
Cc1nnc(SC(C)C(=O)Nc2ccc(S(=O)(=O)NC3CCCCC3)cc2)s1 (centres undefined) | 0 | -8 | -2 | 2 | -15 | -2.9 | -4 | -10 | -2 | 4
CC(=O)N1CCN(C(=O)CN2C(=O)CC(C)(C)S(=O)(=O)c3ccccc32)CC1 | 1 | / | 3 | 6 | / | / | -4 | -1 | -3 | /
Cc1ccc(-c2cn(S(=O)(=O)c3ccc(C)cc3)nc2N)cc1 | 1 | -8 | -2 | 5 | -10 | -1.8 | 5 | -14 | -2 | 10
O=c1[nH]c2cc(Cl)cc(Cl)c2[nH]c1=O | 4 | -7 | -2 | 2 | 5 | 2.5 | -3 | 2 | 0 | -7
O=C(CCNC(=O)c1ccc(Br)cc1)NCc1cccnc1 | 3 | 9 | -1 | -4 | -5 | 0.5 | 1 | 2 | 5 | -2
Cc1noc(C)c1COc1ccccc1C(=O)N(C)Cc1ccco1 | 1 | 0 | 0 | 2 | 9 | 0.6 | 1 | -1 | 2 | 2
COc1ccc(NC(=O)CN(C)S(=O)(=O)c2ccc3c(c2)CCCN3C(C)=O)cc1 | 2 | 13 | -1 | -1 | 5 | -0.5 | 2 | -6 | 8 | -3
O=C(c1ccc(Oc2cc(Cl)cc(Cl)c2)o1)N1CCCCC1 | -4 | 9 | 2 | -4 | -2 | -0.9 | -1 | 5 | 4 | 8
CC(C)c1nnc(NC(=O)CCC(=O)NC2CCCc3ccccc32)s1 (centres undefined) | -3 | 2 | -4 | -9 | -1 | 1.5 | -6 | 3 | -1 | 6
CC(O)CNCCNCc1c(OCc2ccccc2)ccc2ccccc12 (centres undefined) | -27 | 8 | 0 | 5 | 6 | 0.9 | -12 | -2 | -1 | -5
N#Cc1ccc(S(=O)(=O)NC2CC2)cc1 | -1 | 2 | -4 | 0 | 3 | 1.2 | 5 | 2 | -2 | 3
C[C@@H]1CN(Cc2nc(Cc3ccccc3F)no2)C[C@H](C)O1 | -2 | 1 | -1 | -5 | 8 | 4.4 | -4 | 2 | -2 | 1

Entries of single compounds, quoted from the list.
Clc1cccc(-c2ccc(-c3nc4ccccn4c3NCc3ccccc3)cc2)c1 in the list: GC-A act: 9; ARFGAP1 inhibitor: -6; SMARCA2 act: 3; rCAG binder: 10; HTRA1 inhibitor: -13; PG9 binder: 3.7; NPR2 activator: 2; mABHD4 FP: 37*; NR1D1 modulator: -3; ASAP1 GAP inh: 14
C[C@@H]1CN(Cc2nc(Cc3ccccc3F)no2)C[C@H](C)O1 in the list: GC-A act: -2; ARFGAP1 inhibitor: 1; SMARCA2 act: -1; rCAG binder: -5; HTRA1 inhibitor: 8; PG9 binder: 4.4; NPR2 activator: -4; mABHD4 FP: 2; NR1D1 modulator: -2; ASAP1 GAP inh: 1

Next compounds follow.
SMILES | GC-A act | ARFGAP1 inhibitor | SMARCA2 act | rCAG binder | HTRA1 inhibitor | PG9 binder | NPR2 activator | mABHD4 FP | NR1D1 modulator | ASAP1 GAP inh
Cc1cccc2cc(CN(Cc3cccnc3)C(=S)NCCCN(C)C)c(=O)[nH]c12 | 1 | 4 | 4 | -3 | -10 | -1.5 | 1 | 1 | -5 | 12
CN(c1ccc(C(=O)NC2CCCCC2)cc1)S(=O)(=O)c1ccccc1 | -3 | 3 | -3 | -7 | -6 | -0.7 | 4 | -4 | 2 | -9
COc1ccc(-c2cc3nc(C)n(N)c(=O)c3s2)cc1 | -3 | 1 | -6 | 0 | -1 | -1.6 | -7 | 3 | 15 | -3
COc1ccc(-c2csc(C3=C(O)CN(Cc4ccc(S(N)(=O)=O)cc4)C3=N)n2)cc1OC | -2 | 1 | 3 | 24 | 3 | -1.0 | -2 | -2 | -1 | -3
Cc1cc(Br)ccc1NC(=O)CNC(=O)CN(C)C1CCS(=O)(=O)C1 (centres undefined) | -1 | 6 | 0 | -1 | 4 | 0.2 | -1 | -6 | -4 | -5
COc1ccc(/C=C/C(=O)C2CC2)cc1COc1c(C)cccc1C | -6 | 3 | 0 | -1 | -5 | -1.2 | 1 | 6 | -1 | -2
Cc1ccc(NC(=O)c2ccc(S(=O)(=O)N3CCOCC3)cc2)cc1 | 2 | 8 | 2 | 1 | 0 | 0.3 | 3 | -1 | 1 | 0
COc1ccc(C(=O)Nc2ccc(S(=O)(=O)N3CCCCC3)cc2)cc1OC | -1 | 6 | -5 | 2 | -14 | 1.5 | 6 | -7 | -3 | 10
Cc1ccc(SCC(=O)Nc2ccccc2C(=O)N2CCOCC2)cc1 | 1 | -10 | 2 | -5 | -5 | -0.4 | 2 | 2 | -2 | -16
CN1CCOc2cc(S(=O)(=O)Nc3ccc(F)cc3)ccc21 | -1 | -10 | 0 | -1 | 4 | 0.0 | 3 | 1 | 1 | -25
CCN(CC)C(=O)CN1CCC(c2nc3cc(C)c(C)cc3[nH]2)CC1 | -1 | -6 | 0 | -7 | 10 | -1.9 | 1 | 6 | 0 | -1
COc1ccc(NC(=O)C2CCCN2C(=O)NC2CCCCC2)cc1 (centres undefined) | -3 | -15 | -3 | 2 | 1 | -2.2 | 0 | -1 | -3 | -10
COc1ccc(-n2c(SC)nc(O)cc2=O)cc1 | 0 | -6 | -1 | 5 | -3 | 1.1 | 0 | 6 | -3 | -2
Cc1cc(C)c2nc(Cl)c(Cl)nc2c1 | 0 | -2 | -2 | -1 | 2 | 0.5 | -8 | 3 | -1 | 1
CC(C)(C)OC(=O)C[C@@H]1C/C=C\C[C@H](CC(=O)NCCO)C(=O)N[C@@H](Cc2ccccc2)COC1=O | 4 | -8 | 2 | -10 | -4 | -0.9 | -3 | 6 | -5 | -7
C=CCn1c(=O)c2ccccc2n2c(SCc3nc4ccccc4s3)nnc12 | 1 | 6 | 3 | 2 | -8 | -0.4 | 3 | -4 | -2 | -8
NC(=O)CSc1nnc(-c2ccco2)n1N | 3 | 4 | 2 | 2 | -5 | -1.3 | -1 | 2 | -1 | -2
Cc1ccccc1CN(C)Cc1cc(=O)oc2c(C)c(C)ccc12 | 4 | 5 | -3 | 2 | -26 | 0.9 | 0 | 7 | -6 | 0
COc1ccc(/C=N\NC(=O)Cc2cccn2C)cc1OCc1ccccc1 | -4 | / | -4 | 15 | / | / | 1 | -3 | 9 | /
